Screening results as filed in PubChem.
aSyn tox rescue = rescues yeast growth from alpha-synuclein toxicity; S. cerevisiae alpha-synuclein toxicity rescue, BacTiter-Glo growth, 24 h; AID 1347070; hit rate 0.02% among 94,000; Potency, µM (highest dose often 46.1 µM), for inactives: at the highest dose growth rescue (activation), actives largely listed as activators; active means well fitted activation curve with a large enough effect; further: 0% is about no effect
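Growth restoration measured by BacTiter-Glo luminescence after 24 hr at 30 deg C; alpha-synuclein yeast, raffinose-pregrown to mid-log, were added at OD600=0.02 in galactose medium onto pinned compounds.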
The depositor's hits bear a star; & = joins results of further samples; [ ] = dose if it differs, or a comment. Potency means the concentration at half of the fitted maximal effect. An excerpt; the hit share may differ from the screen's.

SMILES	aSyn tox rescue
COc1ccc(C2CC(=O)Nc3c2c(=O)[nH]c2nc4ccccc4n32)cc1OC (configuration not stated)	0.1%
CCOC(=O)C1CCCN(c2c(C(=O)c3ccc(C)cc3)cnc3ccc(OCC)cc23)C1 (configuration not stated)	-36.0%[inhibitor]
CC1(C)CC(=O)C(C=NCC2CCN(C(=O)Cc3ccccc3)CC2)=C(O)C1	6.8%
CCOC(=O)c1cc2c(=O)n3ccccc3nc2n(CC2CCCO2)c1=NC(=O)c1cc(C)cc(C)c1 (configuration not stated)	4.8%
Cc1ccccc1OCCC(=O)OCC(=O)Nc1ccc(C)c(S(=O)(=O)N2CCCCC2)c1	-0.9%
Cc1cccc2sc(NC(=O)CCNC(=O)c3ccco3)nc12	1.5%
O=C(Nc1nnc2n1CCS2)c1ccccc1	-10.6%
O=C(O)/C=C/c1cccc(NS(=O)(=O)c2ccccc2)c1	-20.1%
CCOc1ccc(NC(=O)CSc2nc3ccsc3c(=O)n2CCCCCC(=O)O)cc1	2.2%&-2.6%
CC(C)COc1ccc(C(=O)N2C(=O)c3ccc(N)cc3C2=O)cc1	-0.5%
CC(C)n1c(NCc2ccc(Cl)cc2)nc2ccccc21	-12.8%
Cn1nnnc1SCC(=O)N(C1CCCCC1)C1CCS(=O)(=O)C1 (configuration not stated)	2.2%
Cc1cccc(CN2C(=O)c3ccccc3Sc3ccc(C(=O)O)cc32)c1	-2.1%
COC(=O)c1ccc(-c2nc(-c3ccc(OC)c(OC)c3)no2)cc1	-1.3%
CCOc1cc2[nH]c(=O)n(Cc3ccc(C(=O)N4CCN(c5cccc(Cl)c5)CC4)cc3)c(=O)c2cc1OCC	4.0%
CC1CCN(c2nc3c(S(=O)(=O)c4ccccc4)nnn3c3ccc(Cl)cc23)CC1	7.3%
O=C(NCCc1ccccc1Cl)c1sc2ncccc2c1-n1cccc1	0.8%
CCC(=O)Nc1ccc(C)cc1-c1nc2ccccc2n(Cc2ccccc2)c1=O	0.6%
CCCc1n(CC)c2ccccc2[n+]1CC(O)COC1CCCCC1 (configuration not stated)	2.8%
CCc1ccc(C(=O)c2cn(CC(=O)NCc3ccc(C)cc3)c3nc(C)ccc3c2=O)cc1	1.3%
COc1ccc(C2NC(=O)N(C)C3=C2C(=O)N(c2ccc(C(=O)O)cc2)C3)cc1 (configuration not stated)	-4.3%
Cc1cc(C(=O)NCCc2ccc(Cl)cc2)c2c(C)nn(-c3cccc(F)c3)c2n1	-2.6%
Cc1cccc(-n2c3c(cc(-c4nc(-c5ccc(Cl)cc5)cs4)c2=O)C(=O)CC(C)(C)C3)c1	-2.4%
Cc1nc(N2CCOCC2)c2c(C)c(C(=O)Nc3ccc(F)cc3F)sc2n1	-1.5%
CC(=O)c1ccc(S(=O)(=O)Nc2cccc(-c3ccc(N4CCCC4)nn3)c2)cc1	2.9%

An excerpt from above in order of SMILES length, ascending.
SMILES	aSyn tox rescue
O=C(Nc1nnc2n1CCS2)c1ccccc1	-10.6%
O=C(O)/C=C/c1cccc(NS(=O)(=O)c2ccccc2)c1	-20.1%
CC(C)COc1ccc(C(=O)N2C(=O)c3ccc(N)cc3C2=O)cc1	-0.5%
CCC(=O)Nc1ccc(C)cc1-c1nc2ccccc2n(Cc2ccccc2)c1=O	0.6%
COc1ccc(C2CC(=O)Nc3c2c(=O)[nH]c2nc4ccccc4n32)cc1OC (configuration not stated)	0.1%
COc1ccc(C2NC(=O)N(C)C3=C2C(=O)N(c2ccc(C(=O)O)cc2)C3)cc1 (configuration not stated)	-4.3%
CCOc1cc2[nH]c(=O)n(Cc3ccc(C(=O)N4CCN(c5cccc(Cl)c5)CC4)cc3)c(=O)c2cc1OCC	4.0%

(cont.)
SMILES	aSyn tox rescue
CCC(Sc1ccc(Cl)cc1)C(=O)Nc1nnc(-c2cccc([N+](=O)[O-])c2)s1 (configuration not stated)	0.9%
COc1cc(C(=O)OCC(=O)c2c(N)n(C)c(=O)n(C)c2=O)ccc1OCCC(C)C	8.8%
O=C1c2ccccc2C(Nc2ccc(Cl)cn2)N1Cc1ccccc1 (configuration not stated)	2.7%
CCCCNC(=O)CSc1nc2ccc(C)cc2[nH]1	-2.2%
O=C(Nc1cc(Cl)ccc1Cl)c1cc2nc(-c3ccc4c(c3)OCO4)cc(C(F)(F)F)n2n1	1.3%
Clc1ccc(-c2nnc(-c3ccccc3)c(-c3c[nH]c4ccccc34)n2)cc1	6.5%
Cn1c(=O)[nH]c(=O)c2c1nc(CN1CCN(c3ccccc3F)CC1)n2CCc1ccccc1	6.0%
CCC(=O)N1CCc2cc(S(=O)(=O)NCCC(=O)NCc3ccccc3Cl)ccc21	-2.0%
Cc1ccc(NC(=O)Cn2c(=O)n(Cc3ccccc3)c(=O)c3c2c2cc(C)ccc2n3C)cc1	-2.6%
Cc1noc(Cn2c(=O)c3ccccc3n(CC(=O)Nc3ccc(Cl)cc3)c2=O)n1	1.4%
O=C(Nc1ccc2oc(-c3ccc(Br)cc3)nc2c1)c1cc2ccccc2o1	1.1%
COc1ccc(CCNC(=O)c2ccc(Cn3c(=O)c4ccccc4n(Cc4cccc(F)c4)c3=O)cc2)cc1OC	0.9%
COc1cccc(C(=O)N(Cc2cccnc2)c2nc3c(OC)ccc(C)c3s2)c1OC	2.6%
COc1cccc(CNC(=O)c2ccc(Cn3c(SCc4ccccc4)nc4cccnc43)cc2)c1	-3.4%
Cc1cccc(C(=O)NC2CCN(C(=O)Nc3ccc(F)cc3)CC2)c1	-1.8%
Cc1cc(Br)ccc1NC(=O)C1(S(=O)(=O)c2ccc(Cl)cc2)CC1	10.5%
Cc1nccn1CCC(=O)NC1CC(C)(C)Cc2c1cnn2-c1ccccc1 (configuration not stated)	0.0%
CCCCN(C)CCNC(=O)c1cc(=O)[nH]c2ccc(S(=O)(=O)N3CCCCCC3)cc12	-10.4%
O=C1CC(c2ccccc2F)C2=C(COC2=O)N1 (configuration not stated)	1.2%
CC1(C)N=C(SCc2ccc(F)cc2)c2ccccc2N1	8.9%
Cc1cc(C)cc(C(=O)NCC(=O)N2CCN(C(c3ccccc3)c3ccccc3)CC2)c1	2.5%
COc1ccccc1Nc1nc(-c2ccccc2)c(CC(=O)O)s1	-3.0%
Cc1cccc(-c2nc(CSc3nncn4c3cc3oc(C)cc34)c(C)o2)c1	10.4%
COc1ccc(-c2nc(C(=O)Nc3ccc(C(C)=O)cc3)nn2-c2cccc(Cl)c2)cc1	6.0%
O=C(OCc1ccc(Cl)c(Cl)c1)c1cccnc1Cl	11.5%

Exported with bars between the fields: 5 of the compounds above
Compound | aSyn tox rescue
Cc1cccc(-n2c3c(cc(-c4nc(-c5ccc(Cl)cc5)cs4)c2=O)C(=O)CC(C)(C)C3)c1 | -2.4%
Cc1cccc(-c2nc(CSc3nncn4c3cc3oc(C)cc34)c(C)o2)c1 | 10.4%
O=C(Nc1cc(Cl)ccc1Cl)c1cc2nc(-c3ccc4c(c3)OCO4)cc(C(F)(F)F)n2n1 | 1.3%
Cc1ccccc1OCCC(=O)OCC(=O)Nc1ccc(C)c(S(=O)(=O)N2CCCCC2)c1 | -0.9%
Cc1cccc2sc(NC(=O)CCNC(=O)c3ccco3)nc12 | 1.5%

Continued:
SMILES	aSyn tox rescue
O=C1[C@H]2[C@@H](c3ccccc3)N[C@]3(CCCN(Cc4ccc(F)cc4)C3=O)[C@H]2C(=O)N1Cc1ccccc1	-1.2%
CCCCNC(=O)CSc1nc2ccccc2nc1Cc1ccc(C)cc1	2.7%
O=C(N/N=C/c1ccc(Cl)cc1Cl)c1cccc(N2CCCC2=O)c1	6.1%
CCOc1ccc(C2C(C(=O)Nc3ccccc3)=C(C)Nc3nc(-c4ccccc4Cl)nn32)cc1OC (configuration not stated)	7.7%
Cc1c(NC(=O)Cc2ccccc2)cccc1-c1nc2cccnc2s1	-10.5%
O=C(O)CCC(=O)Nc1sc2c(c1C(=O)Nc1ccccc1)CCCCC2	-1.7%
CC(C)(C)NC(=O)NC(=O)CN1CCN(S(=O)(=O)c2ccccc2)CC1	11.3%
O=C1OC(c2ccccc2)(N(Nc2ccccc2)c2ccccc2)c2ccccc21 (configuration not stated)	13.6%
CC(NCc1ccncc1)C12CC3CC(CC(C3)C1)C2 (configuration not stated)	11.8%
Cc1ccc(-c2noc(CNC(=O)c3ccc(C)c(Cl)c3)n2)cc1	-12.3%
CCCn1c(SCC(=O)NCc2ccco2)nnc1-c1ccncc1	-3.8%
O=C(CSc1n[nH]c(-c2ccccc2)n1)NCCCc1ccccc1	5.5%
Cc1cccc(-n2c(=O)c3c(c4cc(C)ccc4n3C)n(CC(=O)Nc3ccccc3Cl)c2=O)c1	-3.7%
CCCCN(CC)C(=O)CCn1c(=O)c2cccn2c2cccnc21	3.4%
CCOC(=O)c1cnc2ccc(OC(F)(F)F)cc2c1Nc1ccccc1C(=O)O	8.2%
Cc1cc(C)cc(OCc2cc(=O)n3c4c(sc3n2)CCCC4)c1	0.2%
Cc1ccc(CCNC(=O)c2ccc3c(c2)N(Cc2ccc(F)cc2)CCS3)cc1	2.6%
Cc1cc(Cl)c2oc(C(=O)N3CCOCC3)c(C)c2c1	11.4%
CSc1ccc(/C=C/C(=O)OCC(=O)NC2CCCC2)cc1	2.6%
O=C1CCCC2=C1C(c1ccc(O)c(O)c1)c1c(ccc3ncccc13)N2 (configuration not stated)	5.2%
NS(=O)(=O)c1ccc(CCNC(=O)/C=C/c2ccc([N+](=O)[O-])cc2)cc1	0.5%
Cc1ccc(NC(=O)Cn2nc(C)c(S(=O)(=O)N(C)C)c2C)cc1	-0.9%
CC(C#N)(NC(=O)COC(=O)c1ccccc1NCCO)C1CC1 (configuration not stated)	1.0%
CCc1cccc(N2C(=O)CSC23C(=O)N(Cc2ccccc2F)c2ccccc23)c1 (configuration not stated)	-6.5%
COc1ccc(-n2nc(C(=O)N3CCCCC3C)c3c4ccccc4n(C)c3c2=O)cc1Cl (configuration not stated)	-7.7%

The results go on:
SMILES	aSyn tox rescue
CCC(Cc1ccccc1)NS(=O)(=O)c1c(C)nc2sccn2c1=O (configuration not stated)	0.6%
CCOc1ccc(N(C)C(=O)C2CCN(S(=O)(=O)c3ccc4c(c3)CCCN4C(C)=O)CC2)cc1	0.8%
Cc1ccc(CNC(=O)CSc2ncc3c(n2)-c2ccc(Cl)cc2N(Cc2ccccc2)S3(=O)=O)cc1	-11.1%
COc1cccc(C2=C(C(C)=O)Sc3nnc(C4CCCCC4)n3N2C(C)=O)c1	1.0%
CCCNC(=O)Cn1nc(C)c2c(C)n(-c3ccccc3)nc2c1=O	-3.5%
Cc1sc2ncn(CC(=O)N3CCN(c4ccc(Cl)cc4)CC3)c(=O)c2c1S(=O)(=O)N1CCN(c2ncccn2)CC1	3.0%
O=c1c2oc3ccccc3c2n(Cc2ccccc2F)c(=O)n1Cc1ccc2c(c1)OCO2	2.9%
CC1CCCCN1Cc1c(O)ccc2c(=O)c(-c3cccc(Cl)c3)c(C(F)(F)F)oc12 (configuration not stated)	1.0%
CCCN(CC(=O)Nc1ccccc1C)C(=O)c1ccc(N2CCCCC2)c([N+](=O)[O-])c1	16.8%
Cc1ccc(S(=O)(=O)N2C[C@H]3N(C(=O)OC(C)C)N(C(=O)OC(C)C)C[C@H](OC(=O)NCc4ccco4)[C@@]3(O)C2)cc1	2.3%
Cc1ccccc1C(=O)N1CCC(C(=O)NC2CCCC2)CC1	10.8%
CNC(=O)c1c(C)[nH]c(=S)c(C#N)c1-c1ccco1	-1.1%
COc1ccc(S(=O)(=O)N2CCC(Oc3cccc(C(F)(F)F)c3)CC2)cc1OC	5.4%
O=C(c1cc(-c2ccncc2)nc2ccccc12)N1CCCC(C(F)(F)F)C1 (configuration not stated)	-6.6%
CCCCCC(=O)N1C[C@H](n2cc(-c3ccc(F)cc3)nn2)[C@@H](O)C[C@@H]1c1ccc(OC)cc1	14.2%
O=C(CCC(=O)N1CCSc2ccccc21)NCCc1ccccc1	12.4%
O=C1SC(Nc2ccc(Cl)cc2)C(=O)N1Cc1ccccc1 (configuration not stated)	12.2%
O=C(O)c1cc2c(N3CCC(Cc4ccccc4)CC3)ncnc2s1	-44.2%[inhibitor]
CCN(CC(=O)Nc1ccc(S(=O)(=O)N2CCCC2)cc1)CC(=O)Nc1cccc(OC)c1	4.9%
CCOc1ccccc1N(CC(=O)N1CCc2ccccc2C1)S(=O)(=O)c1ccccc1	20.2%
COc1ccccc1NC(=O)CN1C(=O)C(C)(C)c2ccccc21	0.4%
CCOc1ccc2c(c1)c(=O)c(C(=O)c1ccccc1)cn2Cc1ccccc1F	2.0%
Cc1ccc2oc(C(=O)Nc3ccc(S(=O)(=O)N4CCCCC4C)cc3)cc(=O)c2c1 (configuration not stated)	2.5%
Cc1cccc(C)c1OCc1cc(=O)n2c3c(sc2n1)CCCC3	-1.2%
Cc1ccccc1-c1noc(CNC(=O)c2ccco2)n1	-0.7%

Continued:
SMILES	aSyn tox rescue
CCOc1ccc(C(=O)Nc2ccccc2OC(F)F)cc1	-10.0%
CCCCNC(=O)NNC(=O)COc1cc(C)cc(C)c1	5.9%
CSc1nc(-c2ccccc2Cl)nc2c1Cc1c(CO)cnc(C)c1O2	8.4%
Cc1cc2c(cc1S(=O)(=O)N1CCc3ccccc31)NC(=O)CO2	11.0%
O=[N+]([O-])c1cccnc1C1OCCO1	3.5%
Cc1ccc(C)c(N(CC(=O)NC2CCCCC2)C(=O)c2csnn2)c1	10.4%
O=C(Nc1cc2c(cc1C(=O)c1ccccc1Cl)OCCO2)c1ccc(Br)cc1	4.0%
Cc1ccc(NC(=O)CN2C(=O)NC3(CCCC3)C2=O)c(Cl)c1	-1.1%
CCOC(=O)C1(CC2CC2)CCN(Cc2cc(Cl)c(O)c(OC)c2)CC1	-1.6%
COc1cc(NC(=O)CCl)ccc(=O)c1	1.8%
COc1ccc(S(=O)(=O)N2CCCCC2)cc1NC(=O)CCc1nc2ccccc2c(=O)[nH]1	-3.8%
Nc1nc(NCc2ccco2)nc(N2CCCCC2)c1[N+](=O)[O-]	-3.6%
Cc1ccc(COC(=O)c2cccc(S(=O)(=O)N3CCCCC3)c2)cc1	-12.7%
O=C(c1ccco1)N1CCN(Cc2cc(=O)c(OCc3ccccc3Cl)co2)CC1	2.6%
COc1c(Cl)cc(Cl)cc1/C=C(\C#N)c1nc2ccccc2[nH]1	7.9%
O=C(c1ccco1)N1CCN(c2nc3ccc(Cl)cc3s2)CC1	18.7%
